D2 ag = activates the human D2 dopamine receptor; P14416; HEK293 T-REx D2 cells, calcium flux agonist mode; activation, % at 2 µM; actives 0.53% (n = 340,000);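 active = activation over 3 SD above normal in the single-dose calcium agonist read, cut at about 30% in these data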; note: 0% is about no effect
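HEK293 Trex D2 cells, tetracycline-induced, o/n 30 C 5% CO2; no-wash Ca dye, RT 30–90 min; 10-cycle baseline, 23 nl cpd added, kinetic Ca read 180 s; agonist hits = positive Ca response.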
D1 ag = agonists of human D1 dopamine receptor. HEK293 T-REx D1 cells, calcium flux, agonist mode. actives 1% (n = 360,000). P21728. activation, % at 2 µM. AID 504660; note: 0% is about no effect
Target sequence (P21728 whole entry, looked up): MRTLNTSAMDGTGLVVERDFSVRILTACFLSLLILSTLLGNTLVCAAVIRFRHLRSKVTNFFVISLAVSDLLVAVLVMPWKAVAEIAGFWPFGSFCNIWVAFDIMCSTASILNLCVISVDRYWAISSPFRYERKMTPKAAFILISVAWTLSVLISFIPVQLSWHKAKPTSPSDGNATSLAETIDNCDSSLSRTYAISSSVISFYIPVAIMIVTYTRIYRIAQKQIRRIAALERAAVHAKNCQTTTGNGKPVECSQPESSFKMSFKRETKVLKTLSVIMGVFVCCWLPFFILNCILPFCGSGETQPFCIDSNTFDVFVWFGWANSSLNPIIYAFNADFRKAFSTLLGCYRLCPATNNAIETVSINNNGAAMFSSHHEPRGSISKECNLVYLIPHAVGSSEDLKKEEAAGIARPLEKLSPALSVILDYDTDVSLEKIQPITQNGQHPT
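Agonism was scored from calcium flux recorded over 180 s (1 read/s) after pintool compound addition, following a 10-cycle baseline. Cells were inducible force-coupled HEK293 TREx D1, plated overnight at 30 C and loaded with no-wash calcium dye.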
TRHR agonist = TRH receptor (human) agonism; P34981; TRHR cells, calcium flux fluo-8, FDSS agonist mode; activation, % at 2 µM; actives 0.18% (n = 360,000); AID 493084; note: 0% is about no effect
Target sequence (P34981 whole entry, looked up): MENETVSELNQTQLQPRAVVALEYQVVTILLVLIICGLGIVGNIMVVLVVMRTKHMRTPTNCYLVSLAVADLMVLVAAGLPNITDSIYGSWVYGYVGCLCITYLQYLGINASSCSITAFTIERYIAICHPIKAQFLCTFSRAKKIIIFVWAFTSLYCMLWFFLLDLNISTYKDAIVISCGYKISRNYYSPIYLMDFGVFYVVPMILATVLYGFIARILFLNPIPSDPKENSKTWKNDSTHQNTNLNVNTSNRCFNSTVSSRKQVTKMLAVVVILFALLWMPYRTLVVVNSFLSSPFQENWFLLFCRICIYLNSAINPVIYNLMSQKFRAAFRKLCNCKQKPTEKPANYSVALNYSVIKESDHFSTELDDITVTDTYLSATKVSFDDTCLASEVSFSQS
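Read-out: compound-evoked intracellular calcium rise in TRHR cells, fluo-8 dye, kinetic FDSS fluorescence at 1 s/cycle following a 10-cycle baseline. Cells cultured overnight before dye loading (30 min–1.5 h, RT).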
RXFP1 antagonist = antagonists of human relaxin receptor RXFP1. HEK293-RXFP1, relaxin-stimulated cAMP HTRF, 30 min; stronger effect = lower value. activity change, negative = inhibition, % at 57.5 µM. actives 0.59% (n = 350,000). AID 1259400;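 active = activity change of -60% or lower, but not beyond a set lower limit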; note: % is set by controls: 0 for no effect and ±100 for the full control effect
D1 antagonist = blocks dopamine activation of the human D1 receptor. P21728. HEK293 TREx D1 cells, calcium flux, dopamine EC80; stronger effect = lower value. activity change, negative = inhibition, % at 10 µM. actives 3.2% (n = 360,000). AID 504652; in the data active = activity change below about -30%; note: % is set by controls: 0 for no effect and ±100 for the full control effect
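Inducible Hek293 Trex D1 cells (tetracycline, overnight, 30 C). Calcium dye 30–90 min RT. Antagonist mode: EC80 dopamine added after 180 s compound read.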
D2 potentiator = positively modulates the human D2 dopamine receptor allosterically. actives 0.34% (n = 340,000). P14416. HEK293 T-REx D2, calcium flux, EC20 dopamine potentiation. potentiation, % at 10 µM;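 active = potentiation over 3 SD above the plate norm, cut at about 30% in these data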; note: 0% is about no effect
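Using a no-wash calcium dye in inducible, force-coupled HEK293 Trex cells expressing D2, we tracked fluorescence each second for 180 s after compound, then for 180 s after EC20 dopamine to detect augmented signalling.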
D1 potentiator = potentiators of human D1 dopamine receptor | potentiation, % at 10 µM | AID 504651 | HEK293 TREx D1 cells, calcium flux, dopamine EC20 potentiation | actives 0.036% (n = 360,000) | P21728; in the data active = potentiation above about 30%; note: 0% is about no effect
D2 antagonist = antagonists of human D2 dopamine receptor | P14416 | actives 2% (n = 340,000) | inhibition, % at 10 µM | HEK293 TREx D2 cells, calcium flux, dopamine EC80; in the data active = inhibition above about 30%; note: 0% is about no effect
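Calcium flux kinetic readout in an inducible HEK293 TREx D2 line plated overnight at 30 C. After 180 s compound exposure, an EC80 dopamine challenge follows with another 180 s kinetic read to detect antagonism.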
TRHR PAM = allosterically enhances the human TRH receptor; P34981; TRHR cells, fluo-8 calcium fluorescence, EC20 TRH enhancement; enhancement, % at 2 µM; actives 0.66% (n = 360,000); AID 493056; in the data active = enhancement above about 30%; note: 0% is about no effect
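TRHR-expressing cells loaded with fluo-8 calcium dye were read kinetically (ex 480/em 530) during compound addition, then stimulated with an EC20 of TRH (10 nM final). Enhancement of the Gq-mediated intracellular calcium response was scored.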
Starred values were filed as active, the others as inactive; nt = not tested or not shown. Cut-off read from the data, not from the text of the source, unless noted: active = activation above about 30%; inactive = the rest.

compound	D2 ag	D1 ag	TRHR agonist	RXFP1 antagonist	D1 antagonist	D2 potentiator	D1 potentiator	D2 antagonist	TRHR PAM
CSCCC(NC(=O)c1ccc([N+](=O)[O-])cc1Cl)C(=O)OC1CCCCC1=O (stereo not drawn)	-0.2	-1	-0.8	-5	1	3	0	1	-3
CCOc1ccccc1C(=O)N(Cc1cc(OC)c(OC)c(OC)c1)c1ccccn1	2.8	-1	-0.2	nt	-3	-1	1	nt	5
O=c1[nH]c2ccccc2nc1-c1cccs1	0.5	3	-0.1	2	-5	-2	2	-16	-4
CSc1n[nH]c(NCc2ccc(C)cc2)n1	-0.7	0	-0.4	-5	-12	-7	-7	6	-4
O=S(=O)(Nc1nc2c(s1)CCCC2)c1ccc(F)cc1	0.0	-1	-0.2	-14	nt	-6	-2	-2	1
CCC(C)NC(=O)C(Cc1ccccc1)n1cccc1 (stereo not drawn)	0.2	0	-0.2	-5	-21	9	-2	16	11
CCC(=O)N1c2ccccc2NC2=C(C(=O)CC(C)(C)C2)C1c1ccc(O)c(OC)c1 (stereo not drawn)	0.0	-1	0.4	-2	5	-5	2	-10	-2
Cc1ccccc1CN1CCC(CNC(=O)C2CCCN(c3ncnc4c3nc3n4CCCCC3)C2)CC1 (stereo not drawn)	-1.6	1	0.3	-15	-8	-4	-5	28	5
COc1ccc(NS(=O)(=O)c2ccc3[nH]c4c(c3c2)CCCC4)c(OC)c1	0.9	20	-0.6	-3	-5	-3	-2	nt	5
CCCCn1c(NC(=O)c2ccco2)c(S(=O)(=O)c2ccc(C)cc2)c2nc3ccccc3nc21	1.2	8	2.2	4	-13	19	-4	17	-2
O=C(NC1CC1)C1CCN(C2CCN(C(=O)Cc3ccc4c(c3)OCO4)CC2)CC1	0.4	3	0.2	6	1	-24	-4	-1	-1
N#Cc1nc(-c2ccc(Cl)cc2)oc1NCc1ccco1	0.5	-2	0.1	4	-25	1	-1	-1	-7
CN(C)S(=O)(=O)Oc1ccsc1C(=O)Nc1cccc(Cl)c1	0.5	0	-0.5	-8	-42*	-2	-2	-4	3
O=C(CN1C(=O)CCc2cc(S(=O)(=O)N3CCOCC3)ccc21)Nc1cccc(Cl)c1	2.8	0	1.4	nt	3	3	1	nt	-4
CCOCCCN(C(=O)c1snc(C(N)=O)c1N)C(C(=O)NCCC(C)C)c1ccc(Cl)cc1 (stereo not drawn)	-1.5	-1	-1.2	-1	5	-1	-5	0	2
COC(=O)C1=C(C)NC2=C(C(=O)CC(C)(C)C2)C1c1cnn(C)c1C (stereo not drawn)	0.9	3	0.2	-4	8	-4	-6	6	7
COc1ccc(S(=O)(=O)CC2(O)CCN(C(=O)CC(C)C)CC2)cc1	0.8	1	-0.6	-13	-12	-2	3	-2	3
CC(C)C(NS(=O)(=O)c1ccccc1)C(=O)NC1CCCC1 (stereo not drawn)	-1.1	2	0.3	-22	-9	2	6	-17	3
O=C(CSC1=NS(=O)(=O)c2cc(Cl)ccc2N1)NCCc1ccccc1	41*	1	0.1	-12	-15	-20	-5	21	8
CCN1C(=O)CC(C(=O)O)SC1=Nc1ccc(OC)cc1 (stereo not drawn)	0.1	2	-0.2	15	-4	2	-1	-4	5
CCOC(=O)C1=C(C)NC(=O)NC1c1ccc(N2CCC(c3ccccc3)=N2)cc1 (stereo not drawn)	-0.5	3	2.4	4	3	3	-4	-9	8
Cc1ccc(C(=O)Nc2ccc(C(=O)/C=C/c3cccs3)cc2)cc1	-0.4	4	2.4	-4	30	6	-9	-7	2
CCN(CC)S(=O)(=O)c1ccc(Cl)c(NC(=O)COC(=O)c2cccn2C)c1	0.9	9	0.6	-8	-2	2	-2	1	-7
c1cncc(-c2nc(NCc3ccco3)c3ccccc3n2)c1	-1.3	1	-1.0	-4	-7	21	-5	11	3
Cc1ccc(Cn2ncc3c(NCCCN4CCOCC4)ncnc32)cc1	0.9	3	-0.2	3	-9	-16	4	5	1
Cc1nc2ccc(C(=O)OCc3nnc(-c4ccc(Br)cc4)o3)cc2nc1C	-0.8	1	-0.4	-5	1	2	-2	-2	-3
N#C/C(=C/c1ccc(O)cc1)c1nc(-c2ccc(-c3ccccc3)cc2)cs1	nt	2	1.7	-5	-12	8	-1	nt	43*
CCOC(=O)C(Cc1c[nH]c2ccccc12)NC(=O)COc1ccc(Cl)c(C)c1 (stereo not drawn)	-1.7	0	-1.2	-17	-12	1	-1	nt	2
COc1ccc(CC(=O)NNC(=O)c2cc(C)[nH]n2)cc1	0.4	0	0.6	-18	-6	16	7	-2	3
COc1cc(NC(=O)CC(c2ccc(C)cc2)N2Cc3ccccc3C2=O)cc(OC)c1 (stereo not drawn)	-1.0	5	0.3	nt	-9	3	-2	nt	2
CC1CCCN(C(=O)COC(=O)C2CCN(S(=O)(=O)c3ccc(Cl)c(C(F)(F)F)c3)CC2)C1 (stereo not drawn)	0.3	21	-1.9	-4	-1	-13	3	13	5
O=C(NC12CC3CC(CC(C3)C1)C2)c1ccc(Br)o1	-1.0	9	-1.7	-110*	-2	11	-5	-13	9
CCC(=O)Nc1ccc(NC(=O)c2ccccn2)cn1	0.2	2	0.5	11	4	-4	-3	-15	2
N#CC1=C2SCC(O)(c3ccccc3)N2C(=O)CC1c1ccccc1F (stereo not drawn)	nt	9	1.0	-4	-3	-9	-6	15	-3
COc1ccc(NC(=O)N2CCN(c3cccc(C(F)(F)F)c3)CC2)cc1OC	0.1	14	-0.3	-10	-6	-10	-10	-6	-5
COc1ccc(C(=O)NC(=S)N2CCN(C)CC2)cc1Br	0.4	0	-0.3	-5	-3	0	1	3	8
Cc1sc2ncn(CC(=O)N3CCN(c4ccccc4)CC3)c(=O)c2c1S(=O)(=O)N1CCOCC1	-0.5	1	-0.3	11	16	5	0	22	-1
Cc1ccc(-n2c(-c3cnccn3)n[nH]c2=S)cc1	-0.3	0	1.0	4	-5	1	-5	13	-1
COc1ccc(/C=N/NC(=O)Cc2ccc(Cl)cc2)cc1OC	0.0	0	-0.6	-2	-15	nt	-5	-5	2
COc1ccccc1NS(=O)(=O)c1ccc(NC(=O)c2[nH]nc(OC)c2[N+](=O)[O-])cc1	0.0	3	-0.1	-16	-23	6	-8	13	-1
CCNC(=S)N1C2CCC1CC(NC(=O)Nc1ccc(C(=O)OCC)cc1)C2 (stereo not drawn)	0.8	4	0.2	-19	6	-5	-6	-12	-2
Cc1cc(C)n(C(C)CC(=O)Nc2ccc3c(c2)OCO3)n1 (stereo not drawn)	nt	3	0.2	-6	-6	nt	-7	nt	0
COc1ccc(-c2noc(N(C)CC(=O)Nc3cccc(C(F)(F)F)c3)n2)cc1	0.4	6	0.7	-13	1	20	-2	-14	2
Cc1ccc(CCNC(=O)c2ccc3c(c2)N(Cc2cccc(F)c2)C(=O)c2ccccc2S3)cc1	-0.3	2	0.0	-22	-24	-5	-5	nt	-7
Cc1cccc(OCC(=O)Nc2ccc3c(c2)nc(CCN2CCC(C)CC2)n3C)c1	0.0	1	-0.1	-16	-8	-18	-1	-8	-2

3 records drawn at random from the list so far, as already listed:
compound	D2 ag	D1 ag	TRHR agonist	RXFP1 antagonist	D1 antagonist	D2 potentiator	D1 potentiator	D2 antagonist	TRHR PAM
CCOc1ccccc1C(=O)N(Cc1cc(OC)c(OC)c(OC)c1)c1ccccn1	2.8	-1	-0.2	nt	-3	-1	1	nt	5
COc1ccccc1NS(=O)(=O)c1ccc(NC(=O)c2[nH]nc(OC)c2[N+](=O)[O-])cc1	0.0	3	-0.1	-16	-23	6	-8	13	-1
CCC(=O)Nc1ccc(NC(=O)c2ccccn2)cn1	0.2	2	0.5	11	4	-4	-3	-15	2

Other entries follow.
compound	D2 ag	D1 ag	TRHR agonist	RXFP1 antagonist	D1 antagonist	D2 potentiator	D1 potentiator	D2 antagonist	TRHR PAM
Cc1ccc(C)c(NS(=O)(=O)c2ccc(OCC(=O)NCc3cccnc3)cc2)c1	-0.2	2	0.1	25	-10	-1	7	42*	0
COc1ccc(CN2CCN(c3ccccn3)CC2)c(OC)c1	84*	4	-0.2	-16	-22	-22	-8	83*	1
Fc1ccc([C@@H]2CCNC[C@H]2COc2ccc3c(c2)OCO3)cc1	15	59*	1.7	-10	-37*	-9	0	41*	0
CCOC(=O)c1c([N+](=O)[O-])c(C)[nH]c(=O)c1C#N	nt	2	0.3	-4	6	nt	-1	nt	2
O=C(CSc1n[nH]c(-c2ccccc2)n1)Nc1ncccn1	1.8	3	0.0	-23	2	1	7	-13	-5
O=C1CN(C(=O)COc2ccc(Br)cc2F)c2ccccc2N1	0.5	0	-0.2	-8	-34*	-1	-3	-4	8
CCC(=O)Nc1cc(C)c(OC)c(C)c1	0.4	2	0.1	24	15	-5	-4	-1	17
CCN1CCN(c2oc(/C=C/c3ccc(OC)c(OC)c3)nc2C#N)CC1	1.6	0	0.3	-12	8	-5	0	nt	1
Cc1cccc(C2c3[nH]c4ccccc4c3CCN2C(=O)c2ocnc2C)n1 (stereo not drawn)	-0.4	12	0.2	-1	-25	-6	-2	0	8
Cc1ccsc1CN(Cc1ccco1)C(=O)c1ccc(Cl)cc1	nt	2	0.2	-74*	8	13	0	nt	-5

Part of the list above in a different format:
compound: CCOC(=O)c1c([N+](=O)[O-])c(C)[nH]c(=O)c1C#N
  D2 ag: nt
  D1 ag: 2
  TRHR agonist: 0.3
  RXFP1 antagonist: -4
  D1 antagonist: 6
  D2 potentiator: nt
  D1 potentiator: -1
  D2 antagonist: nt
  TRHR PAM: 2
compound: COc1ccc(CN2CCN(c3ccccn3)CC2)c(OC)c1
  D2 ag: 84*
  D1 ag: 4
  TRHR agonist: -0.2
  RXFP1 antagonist: -16
  D1 antagonist: -22
  D2 potentiator: -22
  D1 potentiator: -8
  D2 antagonist: 83*
  TRHR PAM: 1

Screening results as filed in PubChem.
